DENV2 CPE rescue: DENV2-induced cell death inhibition; AID 651640; actives 1.7% (n = 350,000); DENV2-infected cells, cytopathic effect rescue, plate reader; CPE inhibition, % at 9.99 µM; in the data active = CPE inhibition above about 20%, passing the limit was not always enough; inconclusive = no clear call, values can overlap the other calls; tested in BHK-21 cells;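 note: 0% = median of neutral control wells and 100% = median of positive control wells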
ARNT TACC3 PPI: ARNT/TACC3 interaction disruption; Q9Y6A5; AlphaScreen His-ARNT PAS-B/GST-TACC3 binding, luminescence; TACC3 fragment carries E629A point mutation; inhibition, % at 9.99 µM; actives 0.66% (n = 390,000); AID 623870;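 active = mean inhibition of replicates at least 50% and at least half of replicates each reaching 50%; inconclusive = half or more replicates reach 50% but mean below 50%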;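 note: 0% = complete ARNT plus TACC3 wells and 100% = ARNT alone without TACC3; many hits fall short of the cut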
CASP6 VEID inh: blocks human caspase-6 cleavage activity; AID 686996; inhibition, % at 12.5 µM; P55212; purified caspase-6, Z-VEID-R110 cleavage fluorescence; actives 0.53% (n = 350,000);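 active = mean inhibition across replicates at least about 35%, with every replicate also reaching that limit, limit read from the data; inconclusive = only one of the two criteria met; inactive = neither criterion met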;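 note: 0% = median of neutral control wells and 100% = no fluorescence left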
Target sequence (P55212 24-179 limits assumed): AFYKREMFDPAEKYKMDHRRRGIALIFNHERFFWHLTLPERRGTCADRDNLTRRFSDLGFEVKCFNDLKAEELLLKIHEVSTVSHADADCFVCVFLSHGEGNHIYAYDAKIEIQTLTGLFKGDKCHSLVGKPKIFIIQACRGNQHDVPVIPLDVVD
Target sequence (P55212 194-293 limits assumed): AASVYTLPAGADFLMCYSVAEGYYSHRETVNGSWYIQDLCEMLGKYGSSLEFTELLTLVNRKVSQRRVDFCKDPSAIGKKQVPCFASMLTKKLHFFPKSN
SIRT5 block: sirtuin-5 (human) deacylase inhibition. actives 1.1% (n = 330,000). Purified SirT5, succinyl-peptide AMC, trypsin-coupled fluorescence. Q9NXA8. inhibition, % at 15 µM; in the data active = inhibition above about 15%; inconclusive = no clear call, values can overlap the other calls
Target sequence (Q9NXA8 whole entry, looked up): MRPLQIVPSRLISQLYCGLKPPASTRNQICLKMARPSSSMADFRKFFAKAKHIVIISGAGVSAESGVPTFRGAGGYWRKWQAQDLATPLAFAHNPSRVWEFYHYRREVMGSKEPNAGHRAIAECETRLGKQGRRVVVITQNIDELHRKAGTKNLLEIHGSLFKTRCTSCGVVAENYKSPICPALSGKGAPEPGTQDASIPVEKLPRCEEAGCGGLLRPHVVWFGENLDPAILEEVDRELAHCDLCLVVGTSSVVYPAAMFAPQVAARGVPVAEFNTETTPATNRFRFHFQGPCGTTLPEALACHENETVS
LGR2 antag: Drosophila LGR2 receptor signaling inhibition. HEK293 LGR2, CRE-luciferase, bursicon-stimulated, 4 h. inhibition, % at 9.99 µM. AID 720647. actives 0.35% (n = 380,000);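 active = drop in luminescence signal, shown as inhibition above about 50% in the replicate tests, limit read from the data, passing the limit was not always enough; inconclusive = probably only some replicates passing the limit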;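 note: agonist challenge used bursicon conditioned medium at about half maximal strength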
PAX8 inh HTS: inhibitors of PAX8 transcriptional activity in RMG-I cells. actives 1.2% (n = 360,000). RMG-I TPO-luciferase reporter, SteadyGlo, 24 h. inhibition, % at 12.6 µM;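 active = mean replicate inhibition at least 60% with every replicate also reaching 60%; inconclusive = only one of the two criteria is met; inactive = mean below 60% and not all replicates reaching 60%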;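 note: luciferase light reporting Pax8 driven TPO promoter activity; plate controls were median of neutral control wells for no effect and mitoxantrone controls for full effect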
EWS-Fli block: blocks EWS/Fli oncoprotein-driven transcription | AID 651661 | A673 NR0B1-luciferase reporter, viability-normalised | inhibition, % at 12.6 µM | actives 0.67% (n = 350,000);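 active = mean inhibition of at least 50% after viability correction, with every replicate also passing that limit; inconclusive = mean reaches 50% but only one of two replicates passes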;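 note: firefly luciferase signal divided by Alamar Blue viability fluorescence both relative to DMSO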
Active calls of the source: *; ? = inconclusive; / = not tested or not shown; & = joins results of further samples.

Results follow in this order: DENV2 CPE rescue, ARNT TACC3 PPI, CASP6 VEID inh, SIRT5 block, LGR2 antag, PAX8 inh HTS, EWS-Fli block
N#Cc1ccc(OCC(=O)N2CCN(Cc3ccc4c(c3)OCO4)CC2)cc1
  -6, 1, 1, -3, 22, 8, 0
Cc1ccc(C(=O)N2CC2C)cc1 (stereo not given)
  4, 26, -2, -2, 3, -1, -10
C[C@]12CCC3C(CC[C@H]4C[C@@H](O)CC[C@]34C)C1CC[C@@H]2N (stereo not given in full)
  -1, -4, -3, -6, -3, 7, 5
COC(=O)C1=C(c2ccc(OC)c(OC)c2)C[C@@H]2CC[C@H]1N2C(=O)NC1CC1
  -1, -2, -2, -3, /, -8, 5
C[N+]1(C)[C@@H]2CC[C@H]1CC(OC(=O)C(CO)c1ccccc1)C2 (stereo not given in full)
  -6, -7, -3, -2, 3, -5, -14
O=Cc1cn(Cc2ccccc2F)c2ccccc12
  -1, -3, 2, 0, -19, 0, 16
Cc1cccc(-n2c(O)c(/C=C/C=Nc3ccccc3)c(=O)[nH]c2=O)c1
  /, -3, /, /, 9, -13, /
O=C(OC1CCN(CCCl)CC1)C(c1ccccc1)c1ccccc1
  8, 3, 4, -1, 5, -11, -3
NC1CCCCC1N=Cc1c(O)n(Cc2ccc(F)cc2)c(=O)[nH]c1=O (stereo not given)
  /, 0, -4, 0, -10, /, /
COC(=O)C[C@H]1CC[C@H]2NC[C@@H](O)COC[C@@H]2O1
  -1&3, 20, 2, /, -9&-9, -14&2, 3&-8
Cc1c(C=C2C(=O)NC(=O)NC2=O)c(=O)n(-c2ccccc2)n1C
  -2, 3, /, -6, -6, 4, 4
C[C@H](CO)N1C[C@H](C)[C@@H](CN(C)C(=O)Oc2cccc3ccccc23)OCc2cnnn2CCCC1=O
  ?, -4, 0, -9, -10, /, 4
COc1ccc(C#Cc2ccc([C@@H]3[C@H]4CN(C(=O)Cc5ccncc5)CCCCN4[C@H]3CO)cc2)cc1
  -2, 11, -1, 7, 4, 0, /
CCN(CC)c1ccc(N=Cc2c(O)n(Cc3ccccc3)c(=O)[nH]c2=O)cc1
  /, -12, /, /, 14, -1&37, /
CC1NC(=O)NC(=O)C1Br (stereo not given)
  3, 0, 0, -2, -15, -4, -3
Nc1ccc(CCN2CCCC2)cc1
  15, 18, -92, 3, -6, 5, 3
COc1ccc(C2NCc3ccccc3-n3cccc32)cc1 (stereo not given)
  15, /, -2, -5, -12, 12, -1
CCCCn1c(O)c(C(C)=Nc2ccc3c(c2)CCC3)c(=O)[nH]c1=O
  -4, -4, -1, -2, -9, 13, -7
CCCCn1c(O)c(/C=N/N2CCCCC2c2cccnc2)c(=O)[nH]c1=S (stereo not given)
  -2, /, 0, -5, -14, -10, 18
CNC(C(=O)c1ccccc1)C(OC(C)=O)c1cccc([N+](=O)[O-])c1 (stereo not given)
  -5, 3, 0, 0, -4, -7, 6
CC(=O)O[C@H]1CC[C@@]2(C)C(=CC(=O)C3C2CC[C@@]2(C)C3C[C@H](OC(C)=O)[C@@H]2OC(C)=O)C1 (stereo not given in full)
  -9, -3, -2, -1, 19, 19, -3
O=C(Cc1ccccc1)Oc1ccc([N+](=O)[O-])cc1
  0, -8, -1, 5, 5, 8, -1
Cn1c(O)c(C=Nc2ccccc2Sc2ccccc2)c(=O)n(C)c1=O
  /, -5, /, /, -28, 3, /
O=c1[nH]c2ccccc2n1C1CCN(CCCC(c2ccc(F)cc2)c2ccc(F)cc2)CC1
  8, 7, 3, 1, 43, 57, 41
NC(=O)Cn1cc(C=C2C(=O)NC(=O)NC2=O)c2ccccc21
  1, -6, 1, -2, 2, 13, -4
COc1ccc(-n2nc(C(=O)NCC(=O)N3CCC4(CC3)OCCO4)c3ccccc3c2=O)cc1OC
  -2, -8, 1, 0, -3, -38, -45
Cc1cc(Cc2c(O)[nH]c(=S)[nH]c2=O)ccc1OC(C)C
  -1, 0, 4, 2, -2, -20, 10
Cc1ccc(CN2Cc3ccc(Br)cc3-n3nncc3C2)cc1
  ?, /, 1, 2, -6, 15, 2
COc1ccc(C(CC(=O)c2ccc3c(c2)OCO3)c2c(O)c3ccccc3oc2=O)cc1OC (stereo not given)
  -1, /, 5, -2, -1, 4, 2
COc1cc2c(cc1OC)C13CCN4CC5CCOC6CC(=O)N2C1C6C5CC43 (stereo not given)
  -2, -3, 2, /, 24, 11, 3

In the list so far, three have fluorine:
Results follow in this order: DENV2 CPE rescue, ARNT TACC3 PPI, CASP6 VEID inh, SIRT5 block, LGR2 antag, PAX8 inh HTS, EWS-Fli block
O=Cc1cn(Cc2ccccc2F)c2ccccc12
  -1, -3, 2, 0, -19, 0, 16
NC1CCCCC1N=Cc1c(O)n(Cc2ccc(F)cc2)c(=O)[nH]c1=O (stereo not given)
  /, 0, -4, 0, -10, /, /
O=c1[nH]c2ccccc2n1C1CCN(CCCC(c2ccc(F)cc2)c2ccc(F)cc2)CC1
  8, 7, 3, 1, 43, 57, 41

Some of the entries above in a different format.
mol	DENV2 CPE rescue	ARNT TACC3 PPI	CASP6 VEID inh	SIRT5 block	LGR2 antag	PAX8 inh HTS	EWS-Fli block
CNC(C(=O)c1ccccc1)C(OC(C)=O)c1cccc([N+](=O)[O-])c1 (stereo not given)	-5	3	0	0	-4	-7	6
C[C@H](CO)N1C[C@H](C)[C@@H](CN(C)C(=O)Oc2cccc3ccccc23)OCc2cnnn2CCCC1=O	?	-4	0	-9	-10	/	4

New compounds follow.
Results follow in this order: DENV2 CPE rescue, ARNT TACC3 PPI, CASP6 VEID inh, SIRT5 block, LGR2 antag, PAX8 inh HTS, EWS-Fli block
CNC(C(=O)c1ccccc1)C(OC)c1ccc(C)cc1 (stereo not given)
  /, 4, /, /, -9, 15, /
COC(=O)[C@@H]1[C@@H](CO)[C@@H]2Cn3c(ccc(-c4cccc(F)c4)c3=O)[C@H]1N2Cc1cccnc1
  2, 0, -3, -12, 5, 12, -32
COc1ccc2c(c1)C13CCN(C)C(C2)C1CCC1(C3)OCCO1 (stereo not given)
  1, -2, -6, /, 12, 13, 6
CC(C)=CCN1CC[C@@]2(C)c3cc(O)ccc3C[C@@H]1C2C (stereo not given in full)
  ?, 1, 1, /, 7, /, 5
C=CCN1Cc2ccccc2-n2nncc2C1
  9, /, 0, -2, 3, 2, -4
O=C(O)c1nn(Cc2ccc(Cl)cc2)c2ccccc12
  -4, /, -2, 3, -5, 19, -2
CCC1(Oc2ccccc2)C(=O)NC(=O)NC1=O
  6, -4, -1, -13, 20, -15, 9
COc1ccc(CCn2c(O)c(C=Nc3ccccc3F)c(=O)[nH]c2=O)cc1OC
  -1, -7, 1, -5, /, 8, 8
COc1ccc2c(c1)[C@]13CCCCC1C(C2)N(C)CC3 (stereo not given in full)
  ?, 12, -2, /, 6, 20, -4
COC(=O)[C@H]1[C@H](CO)[C@H]2Cn3c(ccc(-c4cncnc4)c3=O)[C@@H]1N2S(=O)(=O)c1ccccc1C
  -13, -2, 2, -44, -14, -3, 5
CCCNC(=O)N1[C@@H]2c3ccc(-c4ccccc4OC)c(=O)n3C[C@H]1[C@H](CO)[C@H]2C(=O)O
  2, -4, 0, -30, 2, -3, 8
CCC12CCN(CC3(O)CC3)C(Cc3ccc(O)cc31)C2(C)C (stereo not given)
  -17, /, 3, /, 1, /, 5
Cc1cc(OC(C)C(=O)NCC2CCC(C(=O)O)CC2)c2c3c(c(=O)oc2c1)CCC3 (stereo not given)
  -4, 4, -1, -21, -15, -4, -8
COc1ccc(C(C)=O)cc1Cc1c(O)[nH]c(=S)[nH]c1=O
  -3, 1, 5, -4, 3, 25, -5
CC(C)c1ccccc1OCC(=O)N1CCCN(C)CC1
  0, -28, -4, 0, 4, 3, /
COc1cc(C=C2C(=O)NC(=O)NC2=O)ccc1OS(=O)(=O)c1ccccc1[N+](=O)[O-]
  3, 8, 18, 0, -18, -30, -31
CC12CCC3C(CCCC4CC(=O)CCC43C)C1CCC2O (stereo not given)
  -9, -11, 0, 7, -1, 6, -1
COc1ccc(/C=C2\C(=O)NC(=S)N(C)C2=O)cc1C
  /, 55*, 46*, 4, -6, -3, -3
C[C@]12CC[C@H](O)C[C@@H]1CC[C@@H]1[C@@H]2CC[C@]2(C)C(=O)CC[C@@H]12
  -2, -10, 2, -5, -14, -11, -9
CC1CCC(C(C)C)C(OC(=O)COC(=O)c2ccccc2N)C1 (stereo not given)
  /, -13, /, /, -11, -5, /
Cc1c(NP(=O)(C(C)(C)C)C(C)(C)C)c(=O)n(-c2ccccc2)n1C
  0, -1, 0, 1, /, -8, -2
COC(=O)[C@H]1[C@H](CO)[C@H]2Cn3c(ccc(-c4ccccc4F)c3=O)[C@@H]1N2Cc1cccnc1
  -6, -4, -1, -3, 3, -22, -8
COc1cc2c3cc1Oc1cc(ccc1O)C[C@@H]1c4c(cc(OC)c(O)c4Oc4cccc(c4)C[C@@H]3N(C)CC2)CC[N+]1(C)C
  17, -2, -6, -6, 9, -4, -4
CCOC(=O)[C@]12Cc3cc(OC)ccc3[C@H]1N(Cc1ccccc1)C(=O)c1ccccc12
  /, 0, -5, /, 12, 16, 5
C=CC1CN2CCC1CC2[C@@H](OC(=O)c1ccc(OC)cc1)c1ccnc2ccccc12 (stereo not given in full)
  2, 8, -1, 0, 3, -3, 9
N/C(=N\[N+](=O)[O-])N1CCN(C(=O)c2ccccc2)CC1
  4, /, 1, -1, -8, 3, -1
COc1ccc(N2C(=O)CC(N3CC=C(c4ccccc4)CC3)C2=O)cc1 (stereo not given)
  -7, -2, 1, /, -6, -19, 0
CC(C)c1ccc(-n2c(O)c(C=NC(CCS(C)=O)C(=O)O)c(=O)[nH]c2=S)cc1 (stereo not given)
  0, -3, 5, 3, -14, 2, 0
COC1=C(C)C(=O)C2=C(C1=O)C(CO)N1C(C#N)C3CC4C(C1C2N1CCOC41)N3C (stereo not given)
  -2, 7, 1, 0, -3, 92*, 1
CCOC(=O)c1cccc(C2=C(CNC(=O)c3cccnc3)[C@H]3CC[C@@H](C2)N3Cc2ccccc2)c1
  ?, /, 0, -9, 1, -7, 5

Arranged by formula weight (falling): six of the compounds above
Results follow in this order: DENV2 CPE rescue, ARNT TACC3 PPI, CASP6 VEID inh, SIRT5 block, LGR2 antag, PAX8 inh HTS, EWS-Fli block
CCOC(=O)c1cccc(C2=C(CNC(=O)c3cccnc3)[C@H]3CC[C@@H](C2)N3Cc2ccccc2)c1
  ?, /, 0, -9, 1, -7, 5
COC(=O)[C@@H]1[C@@H](CO)[C@@H]2Cn3c(ccc(-c4cccc(F)c4)c3=O)[C@H]1N2Cc1cccnc1
  2, 0, -3, -12, 5, 12, -32
Cc1cc(OC(C)C(=O)NCC2CCC(C(=O)O)CC2)c2c3c(c(=O)oc2c1)CCC3 (stereo not given)
  -4, 4, -1, -21, -15, -4, -8
Cc1c(NP(=O)(C(C)(C)C)C(C)(C)C)c(=O)n(-c2ccccc2)n1C
  0, -1, 0, 1, /, -8, -2
CCC12CCN(CC3(O)CC3)C(Cc3ccc(O)cc31)C2(C)C (stereo not given)
  -17, /, 3, /, 1, /, 5
CC12CCC3C(CCCC4CC(=O)CCC43C)C1CCC2O (stereo not given)
  -9, -11, 0, 7, -1, 6, -1

A portion of the library, so the mix of outcomes need not match the whole.
